# Compound activity as filed in PubChem.
# OXTR potentiator: human OXTR potentiators, primary screen, fluorescence, CHO-OTR cells, Fluo-8 calcium. activation, % at 3 µM. Fluo-8 calcium fluorescence, potentiator mode; 0% = oxytocin EC15, 100% = EC100. AID 2445, 2010. hit rate 0.061% among 320,000. Oxytocin receptor (Homo sapiens), P30559;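 active means activation above that plate's cutoff, the mean activation of tested compounds plus 3 SD, cut at about 6.6% in these data, passing the limit was not always enough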;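 further: 100% uses oxytocin at 75 nM as the full agonist control; some results filed as inactive read as strong as hits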
#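 assay system = CHO-OTR cells, human receptor | schedule = compound 6 min at room temperature before oxytocin, 100 s read | detection = Fluo-8 intracellular calcium fluorescence, ex 470-495, em 515-575 nm | evaluation = normalized max/min fluorescence ratio, % activation | control set = EC15 oxytocin alone as 0%, 75 nM oxytocin (EC100) as 100%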
# V1aR counter: agonists of human V1a receptor, primary screen, counter-screen for OXTR agonist project, fluorescence, CHO-V1R cells; Vasopressin V1a receptor (Homo sapiens), P37288; Fluo-8 calcium fluorescence, agonist mode; 0% DMSO, 100% 3 nM vasopressin; activation, % at 3 µM; hit rate 0.25% among 320,000; AID 2797, 2010;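 active means activation above the mean activation of all tested compounds plus 3 SD, per screening run, cut at about 20% in these data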;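 further: signal is peak over basal fluorescence ratio across a 100 second FLIPR read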
# Target sequence (P37288 whole entry, looked up): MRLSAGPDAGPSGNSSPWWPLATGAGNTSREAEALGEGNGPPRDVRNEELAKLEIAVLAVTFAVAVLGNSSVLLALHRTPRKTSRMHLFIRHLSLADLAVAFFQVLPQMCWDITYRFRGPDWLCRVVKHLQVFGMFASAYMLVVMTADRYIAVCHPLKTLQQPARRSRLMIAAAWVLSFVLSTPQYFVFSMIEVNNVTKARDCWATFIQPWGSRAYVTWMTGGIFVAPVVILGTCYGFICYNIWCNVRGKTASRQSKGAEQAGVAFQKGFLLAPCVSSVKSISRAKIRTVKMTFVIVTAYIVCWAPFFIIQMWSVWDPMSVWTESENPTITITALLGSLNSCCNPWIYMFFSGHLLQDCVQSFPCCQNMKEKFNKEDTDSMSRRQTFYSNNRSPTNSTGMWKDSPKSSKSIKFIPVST
# TAAR1 ag: human TAAR1 agonists, primary screen, Fluo-8 calcium fluorescence, CHO RD-HGA16 cells. Trace amine-associated receptor 1 (Homo sapiens), Q96RJ0. vehicle wells 0%, saturating PEA agonist 100%. activation, % at 3 µM. hit rate 0.99% among 360,000;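 active means activation above the mean activation of all test compounds in the run plus 3 SD, cut at about 38% in these data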
# Target sequence (Q96RJ0 whole entry, looked up): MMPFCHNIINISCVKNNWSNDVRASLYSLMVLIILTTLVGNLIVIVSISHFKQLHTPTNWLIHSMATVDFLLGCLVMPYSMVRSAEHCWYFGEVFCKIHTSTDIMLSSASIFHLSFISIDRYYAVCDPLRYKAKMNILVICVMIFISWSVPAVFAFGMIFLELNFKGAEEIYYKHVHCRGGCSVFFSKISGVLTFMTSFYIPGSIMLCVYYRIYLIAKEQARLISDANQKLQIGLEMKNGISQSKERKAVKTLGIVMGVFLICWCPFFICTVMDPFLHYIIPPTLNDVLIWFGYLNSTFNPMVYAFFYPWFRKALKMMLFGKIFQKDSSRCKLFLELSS
#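 Test system: RD-HGA16 (CHO) cells co-expressing Gα16 and hTAAR1 | Doses: Single dose, 3 µM | Schedule: 17-24 h seeding, 75 min 37 °C dye, 30 min RT | Evaluation: % activation from peak over basal fluorescence ratio, DMSO-to-PEA scaled | Technique: Kinetic Fluo-8 calcium fluorescence | Benchmarks: Low control DMSO, high control PEA (EC100)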
# M1 PAM: human M1 muscarinic receptor positive allosteric modulators, primary screen, CHO-K1 cells, Fluo-8 calcium fluorescence, 1536-well; Muscarinic acetylcholine receptor M1 (Homo sapiens), P11229; CHO-K1 hM1, ACh EC20; 0% = ACh EC20, 100% = maximal ACh; activation, % at 3 µM; hit rate 0.088% among 360,000; in the data active means activation above about 19%, passing the limit was not always enough
# CHO parental Ca: ATP-evoked calcium signal inhibitors, parental CHO, primary screen, counter-screen for OX1R antagonist project, cell-based, fluorescence, Fluo-8 calcium dye | parental CHO-K1, ATP-induced calcium, Fluo-8 fluorescence | inhibition, % at 5.6 µM | hit rate 0.63% among 330,000;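 active means inhibition above that plate's mean sample inhibition plus 3 SD, cut at about 26% in these data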;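 further: 0% = ATP-challenged DMSO wells and 100% = DMSO wells without ATP; some compounds past the cut are filed as inactive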
#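 Assay system – parental CHO cells · Reagent – ATP stimulus · Detection – intracellular calcium via Fluo-8 no-wash fluorescent dye · Evaluation – percent inhibition of ATP-evoked calcium rise, normalized to controls · Controls – ATP wells versus no-ATP DMSO wells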
# OXTR ag: human OXTR agonists, primary screen, fluorescence, CHO-OTR cells, Fluo-8 calcium | Fluo-8 calcium fluorescence; normalized: DMSO 0%, oxytocin 100% | activation, % at 3 µM | Oxytocin receptor (Homo sapiens), P30559 | hit rate 0.32% among 320,000;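 active means activation above the mean of all tested compounds plus 3 SD, cutoff set per screening run, cut at about 20% in these data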;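 further: peak over basal fluorescence ratio from a 100 s FLIPR kinetic read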
# M1 antag: human M1 muscarinic receptor antagonists, primary screen, CHO-K1 cells, Fluo-8 calcium fluorescence, 1536-well | AID 588852, 2011 | CHO-K1 hM1, ACh EC80 antagonist | Muscarinic acetylcholine receptor M1 (Homo sapiens), P11229 | hit rate 1.3% among 360,000 | inhibition, % at 3 µM;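 active means percent inhibition above its own plate's cutoff, namely the mean of that plate's compound wells plus 3 SD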;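 further: peak over basal fluorescence ratio during 140 s after agonist addition; 0% = ACh EC80 plus DMSO and 100% = DMSO alone without agonist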
# CHRM1 agonist: human M1 muscarinic receptor agonists, primary screen, Fluo-8 calcium fluorescence, CHO-K1 cells, HTS; CHO-K1 hM1, agonist mode; 0% DMSO, 100% acetylcholine EC100; activation, % at 3 µM; hit rate 0.33% among 360,000; AID 588814, 2011;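 active means activation above the run's mean compound activation plus 3 SD, cut at about 16% in these data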;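 further: peak over basal fluorescence ratio within a 140 s kinetic read after compound addition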
# TAAR1 antag: human TAAR1 antagonists, primary screen, Fluo-8 calcium fluorescence, CHO RD-HGA16 cells; Trace amine-associated receptor 1 (Homo sapiens), Q96RJ0; antagonist; inhibition, % at 3 µM; hit rate 1.5% among 360,000;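 active means inhibition above a per-plate cutoff, the mean inhibition of test compounds on that plate plus 3 SD, cut at about 49% in these data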;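 further: 0% = DMSO plus EC80 beta-PEA response and 100% = DMSO alone without agonist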
#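 System: CHO RD-HGA16 cells bearing hTAAR1. Reagent: EC80 β-phenethylamine stimulus. Schedule: seeding 17-24 h prior, 75-min 37 °C, 30-min RT dye loading. Signal: Fluo-8 intracellular calcium dye fluorescence, real-time kinetic reads. Read-out: % inhibition from peak post-agonist over basal fluorescence ratio. Benchmarks: vehicle wells and EC80 agonist wells. Replicates: n of 1.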
# * = called active by the depositor; . = not tested or not shown.
entry	molecule	OXTR potentiator	V1aR counter	TAAR1 ag	M1 PAM	CHO parental Ca	OXTR ag	M1 antag	CHRM1 agonist	TAAR1 antag
1	NS(=O)(=O)c1ccc(NC(=O)CCC(=O)O)cc1	.	.	5.4	4.5	.	.	-22.9	-2.5	-10.2
2	COc1ccc(-c2cc(C(=O)n3cnc4ccccc43)c3ccccc3n2)cc1	-10.8	1.5	7.4	-1.0	-11.0	-0.3	-11.1	-1.2	25.2
3	Cc1cc(C(=O)N2CCC2(C)C(=O)Nc2cccc3ccccc23)nn1C (configuration not stated)	.	.	1.1	4.0	.	.	-7.5	-3.8	0.0
4	Cc1ccc2nc(Br)c3c(c2c1)OC(CBr)C3 (configuration not stated)	-4.9	0.3	-0.5	3.2	-27.9	-1.3	-18.9	-8.9	2.0
5	CC(C)(C)n1nc2c(c1NC(=O)COc1ccccc1F)CS(=O)(=O)C2	-1.5	2.5	0.9	4.4	0.3	0.7	-5.3	-0.8	-18.6
6	Cc1cc(O)c(/C=N/Nc2ccc(Cl)cc2)c(=O)o1	-16.3	-0.1	1.3	3.6	-13.5	-0.8	-6.7	0.0	-15.0
7	CN(CCCNC(=O)C1CCN(S(=O)(=O)N2CCC3(CC2)OCCO3)CC1)Cc1ccccc1	-0.6	0.9	0.8	3.0	-12.6	0.7	-17.1	-13.0	2.4
8	N#Cc1ccc(C(=O)Nc2ccc3ccccc3c2)cc1	-4.5	5.3	-1.0	3.8	0.1	2.6	15.4	2.7	0.9
9	CC1CCCC(N2CCN(C(=O)c3ccc([N+](=O)[O-])cc3)CC2)C1 (configuration not stated)	.	.	2.5	2.0	.	.	1.5	-8.0	-5.5
10	CC(=O)c1ccc(NC(=O)Nc2ccc(NS(=O)(=O)c3ccc(C)cc3)cc2)cc1	-11.7	1.8	6.3	5.0	-2.7	0.7	5.0	-3.0	55.5*
11	O=C(N/N=C/C(Cl)=C/c1ccc([N+](=O)[O-])cc1)C(=O)Nc1ccccc1C(=O)O	-2.4	-0.3	2.5	2.9	9.1	-0.8	-0.1	-3.0	-26.3
12	CCS(=O)(=O)N1CCC(C(=O)NC2CCCCC2)CC1	-11.8	0.5	4.3	15.3	0.0	0.1	-17.6	-0.9	-6.4
13	CS(=O)(=O)N(CC(=O)N/N=C/c1cccs1)c1cccc(Cl)c1Cl	-19.1	8.0	7.0	2.1	-8.4	7.6	-7.5	-2.6	9.3
14	O=C(NCC1CCCO1)c1cccc(NC(=O)c2cccs2)c1 (configuration not stated)	-0.3	0.2	2.2	-4.8	-8.0	2.5	7.0	-2.5	-15.0
15	CCN(c1ccccc1)S(=O)(=O)c1ccc(Cl)c(NC(=O)CSc2ncn[nH]2)c1	-5.3	3.0	2.2	4.2	-10.3	1.2	-1.1	-8.4	1.5
16	O=C(CCC(=O)Nc1ccc(F)cc1)N/N=C/c1cccs1	-4.9	-0.1	17.3	9.6	-13.6	-0.6	-12.7	-1.8	-16.8
17	O=[N+]([O-])c1ccc(O)c(Nc2ncnc3ccccc23)c1	-5.6	0.5	17.9	7.0	0.0	0.5	-4.4	2.6	-30.0
18	O=C(C1=NN(c2ccccc2)C2C(=O)N(c3ccccc3Cl)C(=O)C12)c1ccccc1 (configuration not stated)	-6.8	4.4	13.6	2.6	-16.9	2.9	7.0	0.9	13.9
19	O=S(=O)(c1ccc2nc(COc3ccc(Cl)cc3Cl)[nH]c2c1)N1CCOCC1	-16.9	10.0	26.2	1.3	11.5	4.6	1.9	2.2	33.0
20	CCOc1ccc(-c2nnc3ccc(SCC(=O)Nc4nc5ccccc5s4)nn23)cc1	-1.5	0.1	7.0	-8.2	-15.3	-0.1	3.8	-6.2	0.3
21	CC1=NN(c2ccccc2)C(=O)C1N=Nc1ccc(C)cc1 (configuration not stated)	-2.4	1.2	.	.	-4.3	-0.5	.	.	.
22	CCn1ncc(C(=O)Nc2ccccc2C)c1C	-6.4	1.0	0.7	2.3	-6.3	-0.6	2.8	-6.0	1.0
23	O=C/C(=C\Nc1ccc(Br)cc1)c1nc2ccccc2o1	-15.1	-0.8	6.1	3.7	-15.7	0.1	-4.9	-3.4	5.8
24	COc1cc(/C=N/n2nnnc2N)ccc1OCc1c(C)no[n+]1[O-]	-6.5	1.0	1.2	0.2	-3.1	-0.4	2.9	-8.8	12.6
25	Nc1cc(C(=O)O)c(Oc2ccc(Cl)cc2Cl)cc1C(=O)O	-2.8	0.9	0.6	8.2	-0.9	-0.2	-0.2	-7.1	3.5
26	CCn1c(=O)c2c(n3cnnc13)-c1ccccc1CC21CCCCC1	-6.0	-0.1	8.3	2.4	-15.5	-0.6	-0.7	0.9	-3.0
27	Cc1cc(=O)[nH]c(N/N=C/c2ccccc2C(F)(F)F)n1	-10.9	-0.3	-1.6	10.1	-14.1	-2.2	-8.3	-3.4	-12.1
28	COc1cc(C(=O)Nc2ccc3c(c2)Cc2cc(NC(=O)c4cc(OC)c(OC)c(OC)c4)ccc2-3)cc(OC)c1OC	-3.9	-0.5	3.8	4.7	-7.9	-1.5	-12.3	-4.8	-2.2
29	Cc1ccc(CNC(=O)/C=C/C(=O)O)cc1	-7.5	-0.1	9.7	9.3	1.4	0.4	-18.1	-1.8	-7.3
30	O=C(NC1CC1)[C@@H]1CSC2c3ccccc3C(=O)N21 (some centres not stated)	-6.1	-0.1	2.8	15.6	5.4	0.3	-11.4	0.1	-13.6

# Single records, from the list above. Values in the order: OXTR potentiator | V1aR counter | TAAR1 ag | M1 PAM | CHO parental Ca | OXTR ag | M1 antag | CHRM1 agonist | TAAR1 antag
# `O=C(C1=NN(c2ccccc2)C2C(=O)N(c3ccccc3Cl)C(=O)C12)c1ccccc1` (configuration not stated) is entered as -6.8 | 4.4 | 13.6 | 2.6 | -16.9 | 2.9 | 7.0 | 0.9 | 13.9
# `CCn1ncc(C(=O)Nc2ccccc2C)c1C` is entered as -6.4 | 1.0 | 0.7 | 2.3 | -6.3 | -0.6 | 2.8 | -6.0 | 1.0

# The results go on.
entry	molecule	OXTR potentiator	V1aR counter	TAAR1 ag	M1 PAM	CHO parental Ca	OXTR ag	M1 antag	CHRM1 agonist	TAAR1 antag
31	CCCCSc1ncnc2c1ncn2C1CCCCO1 (configuration not stated)	.	.	-0.5	-0.2	.	.	4.6	1.0	-8.1
32	COc1ccccc1N1CCN(C(CNS(=O)(=O)c2ccc(C)cc2)c2cccnc2)CC1 (configuration not stated)	-10.9	-1.4	10.0	5.0	-17.4	-1.9	-11.5	-4.1	4.9
33	Cn1c(=O)c2c(ncn2CC(=O)N2CCN(S(=O)(=O)c3ccccc3)CC2)n(C)c1=O	-3.5	-0.2	3.3	6.9	2.8	-0.2	-16.1	-0.7	-24.2
34	O=S(CCc1ccncc1)Cc1ccccc1 (configuration not stated)	-1.3	-0.5	-0.2	1.7	-14.1	-0.4	-21.1	-3.2	13.2
35	CCOc1ccc2nc(NC(=O)Cc3cccs3)sc2c1	-2.5	-0.4	.	8.3	-13.2	-2.2	-4.0	0.1	.
36	CCOc1ccc(S(=O)(=O)Nc2ccc(C(=O)N(CC)CC(=O)NCc3cccs3)cc2)cc1	.	.	1.6	4.0	.	.	-15.0	-1.3	-6.5
37	O=C(CSc1nnc2scc(-c3ccccc3)n12)N1CCN(Cc2ccccc2)CC1	-6.1	-0.1	2.2	-4.3	-20.1	0.2	2.8	-8.0	-7.0
38	COc1cccc(/C=C/C(=O)NCc2ccc(S(N)(=O)=O)cc2)c1	-3.3	0.2	2.4	10.2	-5.5	-0.4	-7.5	-0.2	5.6
39	O=C(Cc1cc(=O)[nH][nH]1)N/N=C/c1c(F)cccc1Cl	-11.5	-0.2	2.3	4.8	-8.7	-0.8	-5.6	-6.0	0.0
40	CC(C)c1ccc(C(=O)N2CCCCC2c2cc(C(=O)Nc3ccncc3)no2)cc1 (configuration not stated)	.	.	9.0	-13.3	.	.	5.9	-0.1	22.2
41	COc1ccc(C2CC(c3ccc(OC)cc3O)=NN2C(=O)c2ccccc2)cc1 (configuration not stated)	-16.2	2.3	-0.2	-3.2	-17.8	-1.6	-5.5	-3.3	-34.6
42	O=C(C1CCC(CNS(=O)(=O)c2cccc3cccnc23)CC1)N1CCCC1 (configuration not stated)	-2.3	-0.4	1.0	9.3	-2.4	2.3	-13.5	-0.6	-21.1
43	O=C(COc1ccccc1)N1CCN=C1c1ccccc1	-16.9	0.4	13.6	-0.9	8.8	0.1	4.9	-2.7	0.8
44	Cc1nn(CCCC(=O)NCCc2ccccc2)c(C)c1[N+](=O)[O-]	-4.0	-0.2	9.8	6.1	-7.8	-0.1	-8.6	-5.9	-18.7
45	CC(C)(C)NC(=O)c1cc(-c2ccccc2)n[nH]1	-3.0	0.1	0.3	-1.7	0.6	-0.4	17.9	-2.9	5.8
46	Cc1cc(SCC(=O)N/N=C/c2cccnc2)nc2c(C)cccc12	-24.4	1.6	4.4	9.5	-26.8	2.1	-3.0	-1.8	2.6
47	CC(C#N)Sc1nc2ccccc2c(=O)n1-c1ccccc1 (configuration not stated)	-4.3	-0.8	2.4	0.2	-36.5	-1.4	-1.1	-7.9	6.8
48	COCCN(CC(=O)Nc1cccc(C)c1C)C(=O)C1(c2ccc(Cl)cc2)CCC1	-10.2	1.9	15.2	1.7	-27.5	0.8	-4.3	-4.5	-7.2
49	CC1=C(C(=O)OC2CCCCCCC2)C(c2cccc(O)c2)NC(=O)N1 (configuration not stated)	-3.9	0.1	3.1	2.1	-20.8	-0.4	1.4	-12.4	-9.1
50	O=C(C1CC(Cl)CN1S(=O)(=O)c1ccc(Cl)cc1)N1CCOCC1 (configuration not stated)	-0.3	-0.6	0.0	6.4	-22.9	0.1	-4.4	-3.1	-11.1
51	O=C(O)Cn1c(=O)c2c3c(sc2n(Cc2ccccc2F)c1=O)CCCC3	0.4	0.5	2.6	9.3	-8.8	0.4	4.5	-0.6	56.0*
52	O=C(COC(=O)Cc1ccccc1F)NC(=O)NC1CCCC1	-0.3	-0.1	0.3	1.8	-0.1	-1.0	-4.1	-7.1	-15.6
